HepG2 tox: qHTS for Inhibitors of TGF-b: Cytotox Counterscreen. Potency, µM (highest dose often 46.1 µM), inactives show at the highest dose activity change, negative = cytotoxicity, actives largely listed as cytotoxic. HepG2 CAGA-GFP viability, ATP luminescence, 18 h. 410,000 compounds, 0.76% hits; further: potency means the concentration at half of the fitted maximal effect; some results filed as inactive show a strong effect at the top dose
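CellTiter-Glo luminescence gave cytotoxicity after 18 hours at 37 degrees C. The cells were HepG2 CAGA-GFP in 1% FBS DMEM, stimulated with 500 pg/mL TGF-beta after compound addition. %Activity was normalised to no-cell wells (complete cell-killing) and DMSO (no toxicity), and curves were fitted and classified.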
ATXN viability: Viability Counterscreen for Primary qHTS for Inhibitors of ATXN expression; S2 cells (HEK-293 line with an ATXN2-luciferase reporter) viability, CellTiter-Fluor protease fluorescence, 24 h; Potency, µM (doses to about 56.7 µM), actives largely listed as cytotoxic; 400,000 compounds, 0.49% hits; AID 651635, 2014; further: potency means the concentration at half of the fitted maximal effect; nearly all actives have a fitted effect of over 40% in size
MmCpn inh: Inhibitors of TCP-1 ring complex (TRiC) of Methanococcus maripaludis (MmCpn): qHTS; purified Mm-Cpn ATPase, ADP Transcreener TR-FRET; Potency, µM (titrated, usually from 76.9 µM), for inactives: at the highest dose activity, negative = inhibition, actives largely listed as inhibitors; 330,000 compounds, 0.031% hits; further: potency means the concentration at half of the fitted maximal effect; on the % scale 0 is the no-effect control and ±100 the full control effect; nearly all actives have a fitted effect of over 80% in size
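ATPase turnover read by TR-FRET ADP competition (Eu cryptate antibody/ADP-d2, 665/590 nm): 10uM ATP final, 25nM Mm-CPN final, 30 min 37degC after 10-min compound preincubation, pH 7.4 Tris/KCl/MgCl2/DTT buffer.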
Akt phos inh: HTS Assay for Inhibitors of Akt Phophorylation: Primary Screen; Neuro2A IGF-stimulated pAkt S473 HTRF, 20 min; active compounds read low; activity change, % for hits at 50 µM; 360,000 compounds, 0.32% hits; AID 651550, 2012; in the data active means activity change below about -80%; inconclusive means mostly about -51% to -80%; further: on the % scale 0 is the no-effect control and ±100 the full control effect
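Single-point screen (50 µM final compound) in Neuro2A cells stimulated 20 min with 6 nM IGF at 37 deg C. After lysis, Ser473-phosphorylated Akt read by HTRF (ex 330 nm, em 615/665 nm) as the 665/615 ratio.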
A549 tox: Nrf2 qHTS screen for inhibitors: counterscreen for cytotoxicity; A549 ARE-Fluc cells, CellTiter-Fluor viability, 18-24 h; Potency, µM (highest dose often 46 µM), for inactives: at the highest dose activity change, negative = cytotoxicity, most hits filed as inhibitors; 390,000 compounds, 0.16% hits; further: potency means the concentration at half of the fitted maximal effect; on the % scale 0 is the no-effect control and ±100 the full control effect
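A549 ARE_Fluc cells in 5% FBS OPTI-MEM were exposed to compounds in concentration-response for 18-24 h at 37 deg C. Viability was read by CellTiter-Fluor fluorescence (Ex 405/Em 525) after 30 min, before the luciferase read.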
CCT modulator: High-Throughput Screening for Modulators of Cytosolic Chaperonin Activity | purified chaperonin ATPase assay, HTRF ADP detection, 30 min | activity change, % (test concentration not listed), hits read low | 360,000 compounds, 0.3% hits; in the data active means activity change below about -30%; further: on the % scale 0 is the no-effect control and ±100 the full control effect
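We incubate TRiC, 40 or 20 nM final, with library compounds at 76 uM and 10 uM ATP for 30 min at 37 °C. ADP formed is detected with Transcreener HTRF reagents after 30 min at room temperature.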
Nrf2 activator: qHTS of Nrf2 Activators. AREc32 ARE-luciferase reporter (MCF7-derived line), luminescence, 24 h. Potency, µM (series often up to 46.1 µM), inactives show at the top dose activation, most hits filed as activators. 410,000 compounds, 0.31% hits; further: potency means the concentration at half of the fitted maximal effect; % of control where 0% means no effect; nearly all actives have a fitted effect of over 65% in size
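For detection, Steady-Glo was added and plates sat 30 min at RT; before that, AREc32_Fluc cells grown overnight in OPTI-MEM/5% FBS had been treated with 23 nL compound for 24 hr at 37 deg C.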
TGFb SMAD3 inh: qHTS for Inhibitors of TGF-b; 410,000 compounds, 1.2% hits; HepG2 CAGA-GFP TGF-b/SMAD3 reporter, GFP fluorescence, 18 h; TGF-beta stimulated, 500 pg/mL final; Potency, µM (series often up to 46.1 µM), for inactives: at the top dose activity, negative = inhibition, actives largely listed as inhibitors; further: potency means the concentration at half of the fitted maximal effect; on the % scale 0 is the no-effect control and ±100 the full control effect; nearly all actives have a fitted effect of over 65% in size
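Inhibition was scored as loss of TGF-beta-induced (500 pg/mL final, 18 hours, 37 degrees C) GFP in HEPG2 cells carrying a CAGA-GFP reporter, in DMEM with 1% FBS. Well GFP was summed per cell; Activity was normalised to unstimulated and stimulated DMSO wells, then concentration-response fitting.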
Nrf2 block: Nrf2 qHTS screen for inhibitors | A549 ARE-Fluc reporter, luciferase luminescence, 18-24 h | AID 504444, 2011 | 360,000 compounds, 2.1% hits | Potency, µM (highest dose often 46 µM), without a hit: top-dose activity change, negative = inhibition, actives largely listed as inhibitors; further: potency means the concentration at half of the fitted maximal effect; on the % scale 0 is the no-effect control and ±100 the full control effect; nearly all actives have a fitted effect of over 60% in size
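In this cell-based qHTS, ARE-driven firefly luciferase in A549 cells reports Nrf2 activity; the luminescent signal after BugLite lysis is the measured value, with a prior CellTiter-Fluor read for cell health.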
The depositor's hits bear a star; i = inactive; u = inconclusive; x = not tested or not shown. Unless noted, the call rests on the fitted dose curve; in most records, active means well fitted curve in the direction sought with a large enough effect; inconclusive means small, poorly fitted or top-dose-only effect, or another doubt; inactive means no such curve, though single readings can be large; an effect the other way counts as inactive or inconclusive.

SMILES	HepG2 tox	ATXN viability	MmCpn inh	Akt phos inh	A549 tox	CCT modulator	Nrf2 activator	TGFb SMAD3 inh	Nrf2 block
O=C(CNc1ccccc1Cl)c1ccc(Br)cc1	-2%	i	-5%	i	-1%	-4.2	8.7%	-8%	3%
COCCn1c(SCC(=O)NN2C(=O)NC(C)(c3ccccc3)C2=O)nnc1-c1ccncc1 (configuration not stated)	-12%	i	-3%	i	8%	-1.1	-1.3%	5%	-2%
O=C(c1ccc(NS(=O)(=O)c2cccc([N+](=O)[O-])c2)cc1)N1CCN(C(=O)c2ccco2)CC1	-3%	i	1%	i	-5%	-2.2	-0.4%	-5%	-14%
NC(=O)[C@H]1CC2(CC(c3cccc(NC(=O)[C@H]4CCC(=O)N4)c3)=NO2)CN1C(=O)c1cc([N+](=O)[O-])cc([N+](=O)[O-])c1 (some centres not stated)	2%	i	-1%	i	0%	-8.2	0.4%	u	5%
Cc1cccc(OCCSc2cc(C)nc(N)n2)c1	-11%	i	2%	i	1%	-1.8	0.1%	7%	4%
CCOC(=O)Nc1ccc2nc(Sc3ccc(Cl)cc3)sc2c1	-2%	u	u	i	-2%	-3.0	-0.3%	u	u
Cc1ccc(NC(=O)COC(=O)c2ccco2)cc1S(=O)(=O)N1CCCCC1	3%	i	x	i	x	-0.5	-0.3%	2%	x
COc1ccc(CNC(=O)CCc2nc(-c3ccc(C)cc3)no2)c(OC)c1	-14%	i	x	x	-10%	x	5.0%	-4%	u
CCc1ccccc1NC(=O)CC1Sc2ccc(C(F)(F)F)cc2NC1=O (configuration not stated)	-51%	i	x	x	5%	x	-0.9%	13%	9%
O=C(Nc1cc([N+](=O)[O-])c2[nH]c(=O)c3ccccc3c2c1)C(F)(F)F	4%	i	x	i	-9%	-1.5	7.8%	-18%	-21%
COc1cc(NC(=O)c2cccc(NC3=NC4CS(=O)(=O)CC4S3)c2)cc(OC)c1OC (configuration not stated)	-15%	i	1%	i	11%	-0.3	-1.1%	-11%	14%
CC(C)CCNC(=O)COc1ccc(N(C)S(=O)(=O)c2ccc(F)cc2)cc1	-9%	i	-2%	i	6%	-2.7	0.2%	-28%	-6%
Cc1nc2ccccn2c1C(=O)NNC(=O)Nc1cccc(C(F)(F)F)c1	-70%	i	0%	i	9%	-4.0	-0.3%	2%	-16%
Cc1cc(C)cc(-n2c(SCC(=O)Nc3ccccc3F)nc3c(oc4ccccc43)c2=O)c1	-4%	i	x	x	0%	x	-0.4%	-3%	3%
CCCC(c1nnnn1Cc1ccc(F)cc1)N1CCN(C2CCCCC2)CC1 (configuration not stated)	-11%	i	-5%	i	1%	-0.9	-0.3%	7%	x
COc1cc(NCC2COc3c(ccc(OC)c3OC)C2=O)c([N+](=O)[O-])cc1OC (configuration not stated)	-39%	i	x	i	x	-2.8	8.6%	u	x
CS(=O)(=O)Nc1nnc(SCC(=O)N(c2ccccc2)c2ccccc2)s1	6%	i	-1%	i	1%	-0.9	7.1%	-6%	-4%
COc1ccc(/C(C)=N/OC/C(O)=C(\C#N)c2nc3ccccc3[nH]2)cc1	-4%	i	-13%	i	1%	0.6	2.4%	-3%	1%
CC1(c2nnc(-c3ccncc3)o2)CC(c2cccc(Cl)c2)=NO1 (configuration not stated)	3%	i	x	i	2%	-0.6	-1.5%	1%	-2%
CCOC(=O)[C@]12CCCC=C1N(Cc1ccc3c(c1)OCO3)C(=O)[C@H](CC(=O)N1CCN(C(=O)c3ccco3)CC1)C2	x	i	x	i	x	0.8	-0.6%	x	x
COC(=O)c1scc(C)c1-n1ccc(C(=O)C(=O)N(C)C)c1	6%	i	2%	i	-2%	-0.3	-1.0%	-2%	-7%
COc1ccc(CCNC(=O)c2ccc(-c3cccc([N+](=O)[O-])c3)o2)cc1OC	-21%	x	-1%	i	-1%	-2.9	0.6%	13%	u
CCOc1ccc(N(C)S(=O)(=O)c2ccc3[nH]cc(C(=O)NCC(OC)OC)c(=O)c3c2)cc1	-38%	x	-2%	i	6%	-1.2	-0.4%	-3%	-6%
CCOC(=O)c1c(S(=O)(=O)NCc2cccs2)c(C)n(C)c1C	5%	i	-3%	i	-3%	-2.1	0.1%	0%	3%
O=C(CCN1C(=O)c2ccccc2C1=O)Nc1ccc(F)cc1F	-2%	i	-2%	i	-2%	-2.6	0.3%	39%	x

Ordered by SMILES length (low to high): some entries from above.
SMILES	HepG2 tox	ATXN viability	MmCpn inh	Akt phos inh	A549 tox	CCT modulator	Nrf2 activator	TGFb SMAD3 inh	Nrf2 block
O=C(CCN1C(=O)c2ccccc2C1=O)Nc1ccc(F)cc1F	-2%	i	-2%	i	-2%	-2.6	0.3%	39%	x
CCOC(=O)c1c(S(=O)(=O)NCc2cccs2)c(C)n(C)c1C	5%	i	-3%	i	-3%	-2.1	0.1%	0%	3%
CCCC(c1nnnn1Cc1ccc(F)cc1)N1CCN(C2CCCCC2)CC1 (configuration not stated)	-11%	i	-5%	i	1%	-0.9	-0.3%	7%	x
Cc1nc2ccccn2c1C(=O)NNC(=O)Nc1cccc(C(F)(F)F)c1	-70%	i	0%	i	9%	-4.0	-0.3%	2%	-16%
CS(=O)(=O)Nc1nnc(SCC(=O)N(c2ccccc2)c2ccccc2)s1	6%	i	-1%	i	1%	-0.9	7.1%	-6%	-4%

A different layout for part of the listing above.
canonical_smiles | HepG2 tox | ATXN viability | MmCpn inh | Akt phos inh | A549 tox | CCT modulator | Nrf2 activator | TGFb SMAD3 inh | Nrf2 block
CC(C)CCNC(=O)COc1ccc(N(C)S(=O)(=O)c2ccc(F)cc2)cc1 | -9% | i | -2% | i | 6% | -2.7 | 0.2% | -28% | -6%
COC(=O)c1scc(C)c1-n1ccc(C(=O)C(=O)N(C)C)c1 | 6% | i | 2% | i | -2% | -0.3 | -1.0% | -2% | -7%

Later entries.
SMILES	HepG2 tox	ATXN viability	MmCpn inh	Akt phos inh	A549 tox	CCT modulator	Nrf2 activator	TGFb SMAD3 inh	Nrf2 block
CCN1CCC(N(Cc2ccc(F)cc2)C(=O)Nc2ccc(C)c(F)c2)CC1	-48%	x	x	x	-3%	x	6.1%	x	11%
C[C@@H]1CN([C@H](C)CO)C(=O)CCCn2cc(nn2)CO[C@H]1CN(C)C(=O)NC1CCCCC1	19%	i	x	i	x	-2.8	-0.5%	20%	x
Cc1nc(NCCN2CCOCC2)c2nnn(Cc3ccccc3Cl)c2n1	-1%	i	1%	x	-5%	-1.6	0.0%	20%	x
COCCSc1nnc(NC(=O)CS(=O)(=O)c2ccccc2)s1	12%	i	-2%	i	-4%	-0.6	0.5%	18%	-3%
CSCCC(NS(=O)(=O)c1ccccc1)C(=O)Nc1nccs1 (configuration not stated)	-9%	i	-2%	i	-4%	3.7	1.8%	-6%	-9%
O=C(c1cccc(Br)c1)N1CCN(C(=O)N2CCOCC2)CC1	-5%	i	0%	i	1%	2.4	-0.3%	-1%	13%
CCC(=O)N1N=C(c2ccc(NS(=O)(=O)c3ccc(C)cc3)cc2)CC1c1ccco1 (configuration not stated)	-16%	u	-8%	i	-19%	-1.3	0.4%	u	18µM*
CCn1c(-c2cc(-c3cc(OC)ccc3OC)nc3ccccc23)n[nH]c1=S	-1%	i	-3%	i	-6%	2.0	0.1%	-2%	-15%
COc1ccc(CCNc2cc(C)nc3c(-c4ccccc4)c(C)nn23)cc1OC	0%	i	-6%	i	-2%	-3.8	2.6%	u	-21%
CCN(CC)C(=O)C1CCC(C)(C(=O)O)C1(C)C (configuration not stated)	-8%	i	1%	i	-16%	-0.8	-0.1%	-8%	u
CCSc1nnc(NC(=O)c2nc(-c3ccccc3)n(-c3ccccc3)n2)s1	-9%	i	-1%	i	-3%	3.6	-0.5%	-4%	0%
OCCC1CN(Cc2cnn(-c3ccccc3Cl)c2)CCN1Cc1ccsc1 (configuration not stated)	4%	i	1%	i	-7%	-3.9	2.2%	17%	-3%
COc1cccc(-c2cnc3c(NC(C)=O)cc(-c4ccsc4)cn23)c1	-1%	i	x	i	x	1.2	14%	u	x
COc1ccc(S(=O)(=O)NCC2CCC(C(=O)NCc3ccc(F)cc3)CC2)cc1 (configuration not stated)	1%	i	2%	i	2%	0.8	0.1%	4%	-4%
O=C(N1CCN(c2ccc(F)cc2)CC1)C12CC3CC(CC(C3)C1)C2	-3%	i	-3%	i	-8%	-1.0	-0.9%	-4%	-11%
CC[C@H](C)[C@@H](CN[C@H](C)CNC)NCCC(c1ccccc1)c1ccccc1	22µM*	32µM*	-1%	i	-10%	-1.7	-2.6%	u	-19%
O=C(Nc1nc(-c2nc3ccccc3s2)cs1)C1CC1	-19%	i	-21%	i	3%	1.9	1.8%	-11%	u
O=[N+]([O-])c1ccccc1-n1cnc2ccccc21	-2%	i	-1%	i	11%	-0.5	0.0%	-2%	u
CCNC(=S)N/N=C(\C)c1ccco1	-21%	i	1%	i	13%	2.4	16%	u	-9%
COc1ccc(N2CCN(S(=O)(=O)c3cc4c(cc3C)N(C(C)=O)CCO4)CC2)cc1	-18%	i	-5%	i	8%	-2.9	-0.8%	-19%	-7%
COc1ccc(Nc2nc3ccccc3nc2C)cc1	-4%	i	1%	i	-1%	-0.7	0.6%	-10%	4%
O=C(c1ccccc1F)N1CCCC(N2CCN(Cc3ccc4c(c3)OCO4)CC2)C1 (configuration not stated)	-20%	i	x	i	x	-1.4	1.9%	-23%	x
Cc1n(CC(=O)c2ccc(F)cc2)c2ccccc2[n+]1C	-16%	i	-2%	i	-2%	-1.0	-0.7%	-16%	9%
CCNC(=S)N/N=C/c1c(C)nn(-c2cccc(Cl)c2)c1Cl	-4%	u	2%	i	8%	-1.2	-0.6%	-21%	-4%

Screens as filed in PubChem.
